# IL-1B inflam inh = inhibitors of inflammasome signaling (IL-1 beta secretion). THP-1 LPS/ATP IL-1B secretion, AlphaLISA, 16 h; hits give low values. AID 743279. activity change, % at 57.5 µM. 360,000 compounds, 4.7% hits; in the data active = activity change below about -50%; inconclusive = mostly about -30% to -49%; note: % is set by controls: 0 for no effect and ±100 for the full control effect
#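 Secreted IL-1B measured by AlphaLISA bead assay after 16 h compound exposure of THP-1 cells; compounds (final up to 57.5 uM) added 1 h before LPS (250 ng/mL) and ATP (1.25 mM) stimulation; lower signal means less secretion.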
# HT1080 IDH1KD tx = HT-1080 IDH1 knockdown cell toxicity (counter line); HT-1080 IDH1 knockdown viability, ATP luminescence, 48 h; 360,000 compounds, 2% hits; Potency, µM (top dose mostly 46.1 µM), without a hit: at the top dose activity, negative = toxicity, actives largely listed as cytotoxic;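 note: potency is the fitted concentration of half-maximal effect; 0% = DMSO wells and -100% = cell-free medium wells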
#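 Cytotoxicity counter-line: IDH1KD HT-1080, 48 h, CellTiter-Glo. Curves classed by r2, magnitude and activity.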
# HEK293 tox = cytotoxicity in counter-screen for GLP-1R inverse agonists | HEK293 cAMP-luciferase reporter cells, luminescence, 24 h | Potency, µM (top dose mostly 38.3 µM), inactives show at the top dose activity change, negative = inhibition, usual class: inhibitors | 410,000 compounds, 0.13% hits | AID 624418;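 note: loss of luciferase light is scored as toxicity; potency is the fitted concentration of half-maximal effect; % is set by controls: 0 for no effect and ±100 for the full control effect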
#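 Compound-treated cells are incubated 24 hr at 37 deg C under 5% CO2 after a 12 hour attachment period, then luciferase detection reagent is added and luminescence is measured following 12 min at room temperature; lowered signal indicates toxicity.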
# SW480 rerep = inducers of DNA re-replication in SW480 colon cancer cells; Potency, µM (series often up to 46.1 µM), inactives show top-dose re-replication activation, hits mostly activators; AID 624297; 340,000 compounds, 1.8% hits; SW480 DNA re-replication, Hoechst DNA content imaging, 48 h; note: potency is the fitted concentration of half-maximal effect; % of control where 0% means no effect; nearly all actives have a fitted effect of over 55% in size
#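 Quantitative HTS format with DMSO vehicle controls; 48 hr drug incubation at 37 C, then 40 min Hoechst staining and scanning imager measurement at 405 nm excitation.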
# D3 ag = D3 dopamine receptor (human) agonism; D3R DiscoveRx beta-arrestin cells, luminescence, 90 min; P35462; max activation, %; AID 652048; 410,000 compounds, 0.58% hits; in the data active = max activation above about 30%; note: 0% is about no effect; mostly tested at two doses, the higher about 12 µM
# Target sequence (P35462 whole entry, looked up): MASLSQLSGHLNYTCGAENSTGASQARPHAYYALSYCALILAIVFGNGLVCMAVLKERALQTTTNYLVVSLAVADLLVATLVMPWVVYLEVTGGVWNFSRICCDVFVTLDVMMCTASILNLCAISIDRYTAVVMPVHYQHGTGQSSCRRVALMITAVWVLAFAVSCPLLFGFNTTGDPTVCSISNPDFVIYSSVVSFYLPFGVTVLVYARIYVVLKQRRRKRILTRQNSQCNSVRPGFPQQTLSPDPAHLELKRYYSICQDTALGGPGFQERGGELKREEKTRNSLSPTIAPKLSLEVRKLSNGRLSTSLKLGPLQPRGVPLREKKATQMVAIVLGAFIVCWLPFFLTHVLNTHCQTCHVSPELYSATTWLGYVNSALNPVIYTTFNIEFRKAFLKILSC
#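 Cells at 1500/well, incubated overnight, then treated with pinned compounds (dopamine as control) for 90 min at 37 degrees C. DiscoveRx reagent added for 30 - 60 minutes at room temperature; luminescence read.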
# KB-V1 MDR tox = kills drug-selected multidrug resistant KB-V1 cells. 400,000 compounds, 3.4% hits. KB-V1 MDR cells viability, CellTiter-Glo, 72 h. Potency, µM (top dose mostly 46.1 µM), inactives show at the highest dose activity change, negative = cytotoxicity, actives largely listed as cytotoxic. AID 1347076; note: potency is the fitted concentration of half-maximal effect; % is set by controls: 0 for no effect and ±100 for the full control effect; nearly all actives have a fitted effect of over 60% in size
#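 Luminescent ATP read-out (CellTiter-Glo, 10 min) measures survival of drug-selected KB-V1 MDR cells after 72 h, 37 degrees C compound exposure. Medium: phenol-red-free DMEM, 10% FBS. Values from fitted concentration-response curves.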
# HT1080-NT tox = kills 2HG-producing HT-1080-NT fibrosarcoma cells; HT-1080-NT fibrosarcoma viability, CellTiter-Glo ATP luminescence, 48 h; Potency, µM (top dose mostly 46.1 µM), inactives show at the top dose activity, negative = less viability, most hits filed as cytotoxic; 360,000 compounds, 1.6% hits;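 note: NT is the 2HG producing partner of a matched IDH1 knockdown line; potency is the fitted concentration of half-maximal effect; 0% = DMSO-treated cells and -100% = media-only wells without cells; nearly all actives have a fitted effect of over 55% in size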
#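 A 48-hour cytotoxicity screen used HT-1080-NT cells plated 2 hours before compound delivery. ATP-based CellTiter-Glo luminescence measured viability, normalized to DMSO and no-cell controls.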
# KB-3-1 tox = KB-3-1 parental cell cytotoxicity; KB-3-1 viability, CellTiter-Glo ATP luminescence, 72 h; 400,000 compounds, 1.4% hits; Potency, µM (series often up to 46.1 µM), without a hit: at the highest dose activity change, negative = cytotoxic, hits mostly cytotoxic; AID 1347075; note: potency is the fitted concentration of half-maximal effect; % is set by controls: 0 for no effect and ±100 for the full control effect; nearly all actives have a fitted effect of over 60% in size
#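 Luminescent ATP read-out (CellTiter-Glo) measures survival of drug-naive KB-3-1 cells after 72 h compound exposure at 37 °C. Titration series was screened from lowest to highest concentration, with DMSO vehicle plates as background controls.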
# MCF10A rerep = induces DNA re-replication in MCF 10a normal breast cells | 350,000 compounds, 2.9% hits | Potency, µM (series often up to 46.1 µM), for inactives: at the top dose activity, positive = re-replication, hits mostly activators | AID 624296 | MCF 10A DNA re-replication, Hoechst nuclear intensity, 48 h; note: potency is the fitted concentration of half-maximal effect; % of control where 0% means no effect; nearly all actives have a fitted effect of over 50% in size
# * = called active by the depositor; ? = inconclusive; nt = not tested or not shown; [ ] = remark or other dose. Unless noted, calls come from the whole dose curve; as a rule, active = well fitted curve in the direction sought with a large enough effect; inconclusive = small, poorly fitted or top-dose-only effect, or another doubt; inactive = no such curve, though single readings can be large; an effect the other way counts as inactive or inconclusive.
SMILES,IL-1B inflam inh,HT1080 IDH1KD tx,HEK293 tox,SW480 rerep,D3 ag,KB-V1 MDR tox,HT1080-NT tox,KB-3-1 tox,MCF10A rerep
Cc1nc2[nH]c(=O)n(O)c(=O)c2s1,18,11%,4%,?,4,-2%,-11%,?,0%
COC(=O)c1ccc(NC(=O)c2cccc(NC(=O)c3ccco3)c2)cc1,6,9%,7%,-54%[inhibitor],-4,-12%,7%,11%,-2%
CCC(=O)N1CCc2cc(S(=O)(=O)CCC(=O)N3CCN(c4ccccc4Cl)CC3)ccc21,nt,nt,-3%,nt,3,1%,nt,0%,nt
O=C(Nc1ccccc1N1CCCCC1)c1cc(S(=O)(=O)N2CCOCC2)ccc1Cl,-16,-28%,8%,8%,-14,?,-9%,-30%,10%
Cc1cc(Cl)ccc1OCCCC(=O)NNC(=O)c1ccccc1O,63,?,-13%,-4%,0,-19%,?,?,-22%
CC[C@]12c3[nH]c4ccccc4c3CCN1C(=O)C(CC(=O)NCCC1=CCCCC1)C[C@@H]2C(=O)N1CCN(C(=O)C2CC2)CC1 (some centres not stated),-9,8%,-2%,-7%,-20,0%,8%,0%,8%
CC(C)(C)c1cc(C(C)(C)C)n(-c2ccccc2)n1,29,3%,-9%,1%,6,-11%,5%,6%,?
Cc1ccc(-c2ccc(=O)n(CC(=O)N3CCN(c4cccc(C)c4)C(C)C3)n2)cc1 (configuration not stated),-61*,-20%,-26%,-7%,14,-6%,-29%,-7%,1%
COc1ccc(CC(=O)Nc2cc(S(=O)(=O)N3CCOCC3)ccc2N2CCCC2)cc1,13,7%,-6%,nt,7,7%,2%,18%,nt
Cc1ccccc1-c1noc(-c2ccccc2C(=O)O)n1,3,10%,-1%,2%,2,-3%,6%,-3%,2%
Cc1ccc(-c2cc(-c3ccccc3[N+](=O)[O-])[nH]n2)c(O)c1,30,?,-24%,26%,-4,0%,-14%,-12%,-2%
C[C@H](NC(=O)c1ccc(C(C)(C)C)cc1)C(=O)N1CCOCC1,6,3%,-11%,-8%,4,13%,2%,10%,10%

# Next part; it opens with the two that closed the last part.
SMILES,IL-1B inflam inh,HT1080 IDH1KD tx,HEK293 tox,SW480 rerep,D3 ag,KB-V1 MDR tox,HT1080-NT tox,KB-3-1 tox,MCF10A rerep
Cc1ccc(-c2cc(-c3ccccc3[N+](=O)[O-])[nH]n2)c(O)c1,30,?,-24%,26%,-4,0%,-14%,-12%,-2%
C[C@H](NC(=O)c1ccc(C(C)(C)C)cc1)C(=O)N1CCOCC1,6,3%,-11%,-8%,4,13%,2%,10%,10%
COC(=O)Cn1c(=NC(=O)C(C)(C)C)sc2c(C)cc(C)cc21,7,2%,2%,-7%,4,8%,-1%,0%,-4%
Cc1ccc(OCc2nnc(SCC(=O)c3cccc([N+](=O)[O-])c3)n2C)cc1,-7,-22%,4%,25%,-6,11%,-18%,0%,?
CCN(C(=O)COC(=O)c1ccc2ccccc2n1)c1c(N)n(Cc2ccccc2)c(=O)[nH]c1=O,11,10%,-6%,-15%,-1,2%,6%,20%,1%
Cc1ccc(C)c(OCC(=O)Nc2ccc(C(=O)O)cc2NC(=O)COc2cc(C)ccc2C)c1,61,?,-17%,4%,-4,39%,?,0%,?
O=C(NC1CCN(C(=O)N2c3ccccc3Sc3ccccc32)CC1)c1ccccc1F,-24,?,-1%,16%,19,?,?,-12%,28%
CC(=O)N1CCC(N(Cc2ccco2)C(=O)Nc2ccc(C)c(Cl)c2)CC1,nt,nt,-1%,nt,-19,?,nt,-2%,nt
O=C(COc1ccccc1C(=O)NCC1CCCO1)Nc1ccc(Cl)cc1Cl (configuration not stated),7,-18%,0%[7.66 µM],3%,1,?,5%,12%,3%
COc1ccc([N+](=O)[O-])cc1NC(=O)CCSCCc1ccccn1,48,-4%,2%,-1%,13,-23%,-3%,-6%,-1%
CCOn1c(=O)c[n+]([O-])c2ccccc21,21,0%,-9%,-14%,1,-26%,20%,-8%,-1%
CCC(=O)c1ccc(OCC(=O)Nc2nc(-c3cccnc3)cs2)cc1,36,16%,5%,-10%,6,-9%,13%,0%,-1%
CC(C)CCNC(=O)CCCc1ccccc1,-9,2%,1%,1%,-6,40%,-3%,14%,-2%
O=C(c1ccco1)N1CCN(CC(O)COc2ccc(Br)cc2)CC1 (configuration not stated),?,-8%,-8%,?,35*,-15%,-19%,?,-4%
COc1cccc(OC)c1/C(O)=C(\C#N)c1nc2ccccc2[nH]1,27,-25%,-6%,-14%,-12,6%,18µM*,-15%,1%
CCC(CO)Oc1cc(NC(=O)c2ccccc2N)c2ncn(C(C)C)c2c1 (configuration not stated),-3,7%,-14%,25%,17,-10%,12%,0%,?
CCCCCOC(=O)C(C)Sc1n[nH]c(=O)[nH]c1=O (configuration not stated),32,0%,1%,-10%,3,4%,4%,12%,2%
CCn1c(CSc2nc3ccccc3s2)nnc1SCC(=O)OC(C)(C)C,-7,-8%,-20%,-5%,5,?,-11%,-5%,?
N#CC1(C#N)C(C(N)=O)C1c1ccccc1 (configuration not stated),-10,21%,30%,?,-2,?,18%,2%,6%
O=C(Nc1c(-c2ccccc2)[nH][nH]c1=O)c1cccc(C(F)(F)F)c1,33,20%,1%,nt,0,-12%,17%,0%,nt
O=C(CN1C(=O)C2(SCC(=O)N2c2ccc(F)c(F)c2)c2ccccc21)Nc1cccc(Cl)c1 (configuration not stated),nt,nt,?,nt,-3,?,nt,-3%,nt
Cc1ccc(S(=O)(=O)N(C)C)cc1-n1c(SCC(=O)Nc2ccc(F)cc2Cl)nc2ccccc2c1=O,13,0%,-25%,-5%,3,-4%,-1%,6%,1%
CCOc1cc2c(C#N)c(N3CCNCC3)nc(N)c2c(N)n1,-2,-15%,9%,-9%,1,3%,-13%,-26%,?
O=C1N(Cc2cccnc2)C[C@@H]2C[C@@H](c3ccc(-c4ccccc4)cc3)N3CCC[C@@]123,-11,-20%,-8%,-38%,-13,?,-18%,-9%,15%
O=C(NC(=S)Nc1ccccc1N1CCOCC1)c1ccc(-c2cccc(Cl)c2)o1,4,9%,-7%,0%,4,-6%,17%,-10%,?
COc1ccccc1-c1nnc(SCC(=O)NC2CCS(=O)(=O)C2)n1N (configuration not stated),29,8%,23%,-3%,4,?,8%,7%,2%
COc1cc(OC)c(NC(=O)CSc2nc3ccncc3[nH]2)cc1Cl,nt,nt,-4%,nt,5,0%,nt,-5%,nt
CCOc1cc(CNCCCN2CCOCC2)cc(Br)c1OCc1ccccc1Cl,-101*,8.2µM*,?,?,-14,?,7.3µM*,?,?
CCOC(=O)c1sc(SC)c2c1CCC/C2=N/OC,12,3%,6%,-13%,22,-9%,0%,7%,1%
CC(CNC(=O)C(C)(C)C)NC(=O)C(C)(C)C (configuration not stated),0,5%,-4%,11%,1,-24%,8%,0%,0%
CC1(C)Cc2nc(-c3ccccc3)n3cnnc3c2CO1,-12,5%,4%,-7%,-10,2%,-5%,8%,1%
COCCN(CCOC)S(=O)(=O)c1ccc(C(=O)Nc2nc(-c3ccncc3)cs2)cc1,1,28%,-28%,-14%,3,?,11%,-19%,7%
N#Cc1ccc(C(=O)NNC(=O)c2cccc(S(=O)(=O)N3CCOCC3)c2)cc1,8,-7%,0%,0%,-8,-28%,-26%,-16%,23%
COCCCNc1nc(N)c([N+](=O)[O-])c(NCc2ccccc2)n1,73,-11%,-7%,-11%,2,2%,-2%,3%,-4%
CC(=O)c1ccc(Nc2nc(C(N)Cc3ccc(N)cc3)cs2)cc1 (configuration not stated),-12,0%,-9%,nt,-8,-3%,-7%,0%,nt
Cc1ccc(CSCCNS(=O)(=O)c2ccccc2)cc1,0,-3%,12%,-3%,-5,?,-5%,1%,?
Cc1cccc(N2CCN(C(=O)c3ccc4c(c3)OCCO4)CC2C)c1 (configuration not stated),15,13%,-2%,-3%,3,-1%,15%,-1%,-4%
CC(C)COc1cc(=O)[nH]c(SCC(C)C)n1,7,?,3%,?,12,?,?,9%,?
N#CCCN(Cc1cccnc1)C(=O)c1sc2cc(F)ccc2c1Cl,5,-2%,5%,-1%,3,-9%,0%,-12%,0%
CC(C)Cc1nnc(NC(=O)c2cc([N+](=O)[O-])ccc2N2CCOCC2)s1,2,19%,-2%,0%,-2,-24%,5%,3%,0%
CCN1/C(=C/C(=S)Nc2ccccc2)Sc2ccccc21,-101*,?,?,19%,-2,-13%,6.5µM*,?,20%
OC(COc1cccc2ccccc12)CN1CCN(c2ccccn2)CC1 (configuration not stated),-11,-18%,-26%,?,66*,-30%,-15%,0%,?
CN(CCc1ccccc1)C(=O)c1ccc(NC(=O)Cc2ccc(NC(=O)C3CCN(C(=O)C4CCCCC4)CC3)cc2)cc1,2,?,-5%,5%,11,14%,-20%,?,?
Cc1cccc(NS(=O)(=O)c2cccc(C(=O)NCc3ccccc3CN3CCOCC3)c2)c1,-11,-2%,-9%,-2%,-20,-3%,-9%,?,7%
O=C(O)CN1C(=O)C=CC1=O,0,4%,0%,nt,-1,7%,15%,11%,nt
CC1CCN(C(=O)Cn2nnc(-c3cccs3)n2)CC1,-6,4%,6%,?,2,?,7%,-21%,?
O=C(Nc1ccc(F)cc1F)c1ccc2c(=O)n3c(nc2c1)CCC3,-6,-11%,3%,-1%,-9,?,-12%,-8%,0%

# Whole records from above.
# O=C(O)CN1C(=O)C=CC1=O is entered as IL-1B inflam inh = 0; HT1080 IDH1KD tx = 4%; HEK293 tox = 0%; SW480 rerep = nt; D3 ag = -1; KB-V1 MDR tox = 7%; HT1080-NT tox = 15%; KB-3-1 tox = 11%; MCF10A rerep = nt
# CCN1/C(=C/C(=S)Nc2ccccc2)Sc2ccccc21 is entered as IL-1B inflam inh = -101*; HT1080 IDH1KD tx = ?; HEK293 tox = ?; SW480 rerep = 19%; D3 ag = -2; KB-V1 MDR tox = -13%; HT1080-NT tox = 6.5µM*; KB-3-1 tox = ?; MCF10A rerep = 20%
